Source: PubChem BioAssay (Johns Hopkins Ion Channel Center)
CHT block: human CHT choline transport inhibition; Q9GZV3; CHT-expressing cells, membrane potential dye, choline response; active compounds read low; B-score at 10 µM; 0.86% of 310,000 active;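 active means B-score over 3 SD under the library average, and starting fluorescence ratio not unusually high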;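 further: choline stimulus applied at its EC90 after an EC20 pre-addition; B-score computed on integrated fluorescence ratio after choline addition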
Target sequence (Q9GZV3 whole entry, looked up): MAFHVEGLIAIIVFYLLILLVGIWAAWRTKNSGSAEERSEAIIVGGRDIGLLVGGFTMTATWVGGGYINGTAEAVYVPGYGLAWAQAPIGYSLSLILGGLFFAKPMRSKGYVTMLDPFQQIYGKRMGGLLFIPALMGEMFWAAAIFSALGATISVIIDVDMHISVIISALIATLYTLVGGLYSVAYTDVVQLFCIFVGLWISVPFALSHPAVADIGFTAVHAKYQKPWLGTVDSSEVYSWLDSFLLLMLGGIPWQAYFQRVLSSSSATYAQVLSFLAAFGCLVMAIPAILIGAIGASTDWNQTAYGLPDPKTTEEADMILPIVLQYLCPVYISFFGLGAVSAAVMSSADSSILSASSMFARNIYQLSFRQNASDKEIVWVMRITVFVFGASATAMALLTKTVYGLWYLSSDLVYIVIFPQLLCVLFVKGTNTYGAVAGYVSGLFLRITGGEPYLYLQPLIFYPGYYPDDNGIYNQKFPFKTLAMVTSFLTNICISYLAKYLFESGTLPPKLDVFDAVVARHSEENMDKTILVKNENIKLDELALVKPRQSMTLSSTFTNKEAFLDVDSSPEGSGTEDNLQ
Kir21 inh: Kir2.1 (mouse) channel inhibition; HEK293-Kir2.1, FluxOR thallium flux fluorescence; active compounds read low; B-score at 10 µM; AID 1672; P35561; 0.85% of 310,000 active;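 active means fluorescence ratio B-score at or below minus 3 SD of library scores, with starting-brightness B-score within 2 SD, cut at about -4.2 in these data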;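 further: channel flux triggered by added potassium and thallium sulfate stimulus; B-score of peak minus minimum fluorescence over baseline after thallium stimulus; more negative B-score means stronger Kir2.1 block with less thallium influx; some compounds called inactive have numbers as strong as hits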
Target sequence (P35561 whole entry, looked up): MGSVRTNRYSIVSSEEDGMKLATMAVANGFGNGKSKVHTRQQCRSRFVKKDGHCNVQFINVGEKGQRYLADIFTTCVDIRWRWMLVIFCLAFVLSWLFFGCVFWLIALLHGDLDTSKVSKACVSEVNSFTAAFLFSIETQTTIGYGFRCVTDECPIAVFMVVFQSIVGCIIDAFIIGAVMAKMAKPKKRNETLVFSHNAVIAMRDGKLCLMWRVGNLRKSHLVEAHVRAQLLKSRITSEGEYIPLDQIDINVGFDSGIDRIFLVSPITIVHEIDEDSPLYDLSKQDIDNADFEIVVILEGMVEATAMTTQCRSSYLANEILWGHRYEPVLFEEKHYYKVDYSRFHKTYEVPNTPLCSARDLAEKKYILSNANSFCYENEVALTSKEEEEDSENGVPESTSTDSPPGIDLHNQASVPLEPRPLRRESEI
* marks the source's active call; other numbers are inactive results; i = inactive; x = no result given.

SMILES | CHT block | Kir21 inh
CCCC1=Nc2cc(C(=O)NCCCN3CCOCC3)ccc2Sc2ccccc21 | i | -2.3
Cc1cc(N/N=C2/CCCc3ccccc32)nc2ccccc12 | i | -1
Cc1cc(/C=C2\SC(=S)NC2=O)cc(C)c1O | i | -1.2
NS(=O)(=O)c1ccc(NC(=O)COC(=O)c2cn(-c3ccccc3)nc2-c2ccc(F)cc2)cc1 | i | 0.22
O=C(Nn1cnc2ccccc2c1=O)c1ccc([N+](=O)[O-])cc1Cl | i | -0.15
CC(=O)Nc1ccc(/C(C)=N/NC(=O)c2ccc(CN3CCOCC3)cc2)cc1 | i | 1.3
CCOc1ccc(S(=O)(=O)Nc2ccccc2C(=O)N2CCCC2)cc1 | i | -0.06
NC(=O)NS(=O)(=O)Oc1ccccc1 | i | 1.1
COC(=O)c1ccc(CN2CCN(CC(C)C)C(CCO)C2)cc1 (stereo not given) | i | 1.2
CCN1CCN(C(c2cccs2)C(C)NS(=O)(=O)c2ccc(Br)cc2)CC1 (stereo not given) | i | -0.04
CCN(CC(=O)Nc1c(F)cccc1F)C(=O)CNC(=O)c1ccc2c(c1)OCO2 | i | 0.57
CC(=NCCc1ccccc1)C1=C(O)COC1=O | i | 1.6
O=C(CN1CCN(c2ccccc2)CC1)N1CCc2[nH]c3ccccc3c2C1 | i | x
C=CCNC(=O)c1ccc(C2SCC(=O)N2Cc2ccccc2)cc1 (stereo not given) | -7* | -0.53
COc1cc2c3c(c1)-c1c(sn(-c4cc(OC)ccc4OC)c1=S)C(C)(C)N3C(=O)C2=O | i | 1.3
CCN(c1ccccc1)S(=O)(=O)c1ccc(C(=O)Nc2ncccc2O)cc1 | i | 0.27
CN(C(=O)c1ccc2c(c1)OCO2)C1CCCCC1 | i | -0.22
Nc1ccc(C(=O)N/N=C2\CCCc3c2[nH]c2ccccc32)cc1 | i | 0.3
COc1ccc2[nH]c(=O)c(-c3nnn(-c4ccc(Cl)nc4)n3)cc2c1 | i | -0.03
CCOc1ccc(/C=N/NC(=O)C2CC2)cc1OC | i | 1.3
CN(c1cccc(NC(=O)CN(c2ccc(Cl)c(Cl)c2)S(=O)(=O)c2ccccc2)c1)S(C)(=O)=O | i | -1.2
Cc1ccc(S(=O)(=O)Cn2nnnc2C(C(C)C)N2CCC(O)CC2)cc1 (stereo not given) | i | 1.5
CCOc1ccc(/C=C2\SC(=S)N(CC(=O)Nc3ccccn3)C2=O)cc1 | i | 0.7
COc1ccc(CCC(=O)Nc2c(C)n(C)n(-c3ccccc3)c2=O)cc1 | i | 1.8
CCNC(=S)NS(=O)(=O)c1ccc(CC)cc1 | i | -0.18
CS(=O)(=O)c1ccc(Cl)c(NC(=O)COC(=O)c2cccc(S(=O)(=O)N3CCCC3)c2)c1 | i | -0.99
Nc1cc(Cl)ccc1N1CCCCCC1 | i | -0.62
c1ccc(CNc2ccc3c(c2)ncn3C2CCCCC2)nc1 | i | 0.66
COc1ccccc1NC(=O)CN1CCN(CC(=O)Nc2ccc(OCc3ccccc3)cc2)CC1 | i | -1.1
O=C(NC1CCCCCC1)c1cc(=O)[nH]c2ccc(S(=O)(=O)N3CCOCC3)cc12 | i | 0.01
O=C(Nc1cccc(C(=O)N2CCOCC2)c1)c1cncc(Br)c1 | i | -0.04
Cc1cccc(NC(=O)c2ccc(F)c(S(=O)(=O)NCc3ccco3)c2)c1 | i | -1.5
Cc1ccc2c(c1)c(/C=C/c1cc[n+](C)cc1)c(C)n2C | i | -19
CC(=O)Nc1ccc(OCCOc2ccc([N+](=O)[O-])cc2)cc1 | i | -0.41
Cc1cc(SCC(=O)NC2(C#N)CCCCC2)nc2c(C)cccc12 | i | -0.03
S=c1nc(C2CC2)n(-c2ccccc2)[nH]1 | i | 0.01
COc1ccc(N2CCN(C(=O)CSc3ccc(C)cc3)CC2)cc1 | i | -1.6
CC(=O)Nc1cccc(NC(=O)c2c(-c3c(Cl)cccc3Cl)noc2C)c1 | i | 2.2
CCCCOC(=O)CSC1=C(C#N)C(c2ccccc2OCC)C(C#N)C(=O)N1 (stereo not given) | i | 1.8
COC(=O)c1ccc(NC(=O)CCCCCn2nnc3ccccc3c2=O)cc1 | i | -0.14

Reformatted with the structure last: entries from further up
CHT block,Kir21 inh,smiles
i,-1.6,COc1ccc(N2CCN(C(=O)CSc3ccc(C)cc3)CC2)cc1
i,2.2,CC(=O)Nc1cccc(NC(=O)c2c(-c3c(Cl)cccc3Cl)noc2C)c1
i,1.8,CCCCOC(=O)CSC1=C(C#N)C(c2ccccc2OCC)C(C#N)C(=O)N1 (stereo not given)
i,-0.41,CC(=O)Nc1ccc(OCCOc2ccc([N+](=O)[O-])cc2)cc1

New compounds follow:
SMILES | CHT block | Kir21 inh
CC1CCN(C(=O)CSc2nnc(Cc3cccn3C)n2-c2ccc(F)cc2)CC1 | i | -2.2
COc1ccc(-n2c(SCC(=O)NCCC(C)C)nc3ccsc3c2=O)cc1 | i | 0.54
COc1ccc(C(=O)COC(=O)C(C)N2C(=O)C3C4CCC(C4)C3C2=O)cc1 (stereo not given) | i | -0.03
Cc1ccnc(SC2CC(=O)N(c3ccc(Br)cc3)C2=O)n1 (stereo not given) | i | 1.5
Cc1nc(N)sc1C(=O)NN | i | 0.71
COc1cccc(C(=O)N2CCC(C(=O)N3CCN(C)CC3)CC2)c1 | x | 1.4
Cc1csc(=O)n1CCC(=O)OCC(=O)Nc1cccc(C#N)c1 | i | -0.2
O=[N+]([O-])c1ccc2nc(C(O)C(O)c3nc4ccc([N+](=O)[O-])cc4[nH]3)[nH]c2c1 (stereo not given) | i | 1.9
COc1ccc(NC(=O)CC2C(=O)N(c3ccc(OC)cc3)C(=O)N2CCc2cccs2)cc1 (stereo not given) | i | 0.47
CNc1nc(N)c([N+](=O)[O-])c(NC2CCCCC2)n1 | i | 0.11
COCCOC(=O)c1c(C)oc2ccc(NS(=O)(=O)c3ccc(C(=O)O)cc3)cc12 | i | -1.5
O=C(OCCCN=C1NS(=O)(=O)c2ccccc21)c1ccc([N+](=O)[O-])cc1 | i | 1.9
Cc1onc(-c2ccccc2Cl)c1C(=O)N1CCN(c2nc3ccccc3s2)CC1 | i | 0.57
CCNC(=S)N1CCCCC1CO (stereo not given) | i | 2.1
O=C(c1ccc(F)cc1)N1C2CCC1CC(O)(c1ccccc1F)C2 (stereo not given) | i | 0.01
O=C(CSc1nnc(SCc2ccccc2)s1)N/N=C/C=C/c1ccccc1[N+](=O)[O-] | i | -1.1
Cc1ccc(-c2nc(P(=O)(c3ccccc3)c3ccccc3)c(N3CCOCC3)o2)cc1 | i | 0.19
Cc1nc2cc(NC(=O)NCc3ccccc3)ccc2o1 | i | -0.54
O=C(Nc1ccc(S(=O)(=O)Nc2ccc(Cl)cc2)cc1)C1CCCO1 (stereo not given) | i | 1.5
Cc1ccc(CNC(=O)CC2Nc3c4ccccc4nc(=S)n3C2=O)cc1 (stereo not given) | i | 2.3
Cc1nn(C)c(C)c1N=Cc1c(O)ccc2ccccc12 | i | 0.31
O=C(CSc1ncnc2c1oc1ccccc12)Nc1nccs1 | i | 0
O=C(CSc1nnc(CNC(=O)c2ccccc2F)o1)Nc1cccc(C(F)(F)F)c1 | i | 0.8
NS(=O)(=O)c1ccc(N2CCN(CCOc3ccc(Cl)cc3)CC2)nc1 | i | 0.32
Cc1cc(OCC(=O)Nc2cccnc2)c2c(C)c(C)c(=O)oc2c1 | i | 0.01
CCc1nc2ccccc2c(C(=O)OCc2nnc(-c3ccccc3)o2)c1C | i | 1.5
Cc1ccc(Cl)c(OCC(=O)NN2CCN(C)CC2)c1 | i | 0
CCOc1ccc(NC(=O)CCn2c(=O)[nH]c3ccsc3c2=O)cc1 | i | 0.79
Cc1ccc(NC(=O)CCCn2c(=O)[nH]c3ccsc3c2=O)cc1 | i | -0.01
Cc1cc(=O)n2c(C(=O)Nc3ccc(C)c(C)c3)c(C(=O)Nc3ccccc3)sc2n1 | i | -1.4
C/C(Cc1ccccc1)=N\NC(=O)CNC(=O)c1ccccc1 | i | -1.5
Cc1ccc(C(=O)N2CCOCC2)cc1S(=O)(=O)Nc1cccc(C)c1C | i | 0.65
COCCNC(=O)CN(C(=O)c1ccc(N2CCCC2)nc1)c1ccc(F)c(Cl)c1 | i | -0.24
Cc1cc(C(=O)CSc2nnc(C3COc4ccccc4O3)n2C)c(C)n1-c1ccc(F)cc1 (stereo not given) | i | -1.1
CC(C)(C)C1CCc2c(sc(NC(=O)c3ccco3)c2C(N)=O)C1 (stereo not given) | i | x
CN(C)S(=O)(=O)c1cc(NC2CC(=O)N(c3ccc(F)cc3)C2=O)ccc1Cl (stereo not given) | i | 0.12
COc1ccc(C(=O)NCCCn2cccn2)cc1OC1CCN(C(C)=O)CC1 | x | -0.18
Cc1ccc(N=C2NC(=O)/C(=C/c3cccs3)S2)cc1C | i | -1.2
Cc1n[nH]c(=O)c2c(NC(=O)COC(=O)c3cc(F)cc(F)c3)oc(C)c12 | i | -0.14
O=C(CCl)Nc1c2c(nn1-c1ccccc1)CSC2 | i | -0.02
N#Cc1cccc(NC(=O)N2CCC(c3nc4c(nnn4Cc4cccc(Cl)c4)c(=O)[nH]3)CC2)c1 | i | 0.97
O=Cc1ccc(-c2ccc(C(=O)O)cc2)o1 | i | -1.1
CCOC(=O)C1=C(c2ccccc2)N=C2SCC(=O)N2C1c1ccc(OC)c(OC)c1 (stereo not given) | i | 0.26
Fc1ccc(OCc2nc(-c3ccncc3)n[nH]2)cc1 | i | -0.06
CCc1nn2c(=O)cc(COc3ccc(/C=C4\C(=N)N5N=C(C)SC5=NC4=O)cc3)nc2s1 | i | 0.79
Cc1cccn2c(=O)c(C=O)c(NCc3ccccc3)nc12 | i | -0.78
O=C(O)CCCN1C(=O)/C(=C/c2ccncc2)SC1=S | i | 0.63
O=C(NC1CCC(O)CC1)c1cccnc1Sc1ccccc1Cl (stereo not given) | i | 0.59
Cc1cccc(NC(=O)CCNC(=O)c2ccccc2Cl)n1 | i | 1.6
Cc1ccccc1SCC(=O)Nc1ccc(N2CCOCC2)cc1 | i | 1.5

Additional compounds.
SMILES | CHT block | Kir21 inh
COc1cc(SC)ccc1C(=O)Nc1ccc(C)cc1C | i | -1
CCOC(=O)c1c(NC(=O)COC(=O)c2ccc(C)s2)sc2c1CC(C)(C)NC2(C)C | i | -0.42
CCN(C(=O)CN1C(=O)S/C(=C\c2cccc(Cl)c2)C1=O)C1CCS(=O)(=O)C1 (stereo not given) | i | -0.09
Cc1c(NC(=O)C(C)Oc2ccccc2F)c(=O)n(-c2ccccc2)n1C (stereo not given) | i | -0.32
COc1ccc(NC(=O)CN(C)C(=O)/C=C/c2ccc(S(=O)(=O)N3CCCCCC3)cc2)cc1 | i | -0.67
CCC(C)NC(=O)CO/N=C/c1ccccc1OC(F)F (stereo not given) | i | 0.02
Cc1ccc(NC(=O)CCc2ccc(C)o2)cc1 | i | -1.4
Cc1cc(C)cc(NC(=O)CSc2nnc(-c3ccccc3Br)o2)c1 | i | -0.45
COC(=O)c1ccccc1CSc1nsc(C)c1C#N | i | 0.14
Cc1cc(C)n(-c2cc(=O)n(C)c(=O)n2C)n1 | i | 0.11
CN(C(=O)c1c(Cl)nc2sccn12)C1CCCCC1 | i | -0.48
CN(C)CCCCOc1ccccc1-c1ccccc1 | i | -2.7
COc1ccc(NC(=O)c2sc3nc(N4CCOCC4)c4c(c3c2N)CC(C)(C)OC4)cc1 | i | 0.67
CCc1c(C)nc2ncnn2c1NCCc1ccc(OC)c(OC)c1 | i | -2.8
CCC(C)[C@H](NC(=O)N1CCCCCC1)C(=O)O (stereo not given in full) | i | 0.46
Cc1cc(S(=O)(=O)NCc2ccccc2)ccc1OCC(=O)NCc1cccnc1 | i | -2.9
O=C(O)COc1ccccc1/C=C1\SC(=S)N(NC(=O)c2ccccc2O)C1=O | i | 0.26
COc1cc(CNC(=O)CCCC/C=C/C(C)C)ccc1O | i | x
CC(=O)c1ccc(NC(=O)COc2ccccc2C(=O)Nc2ccc(C)cn2)cc1 | i | -0.38
COCC(=O)N(Cc1cc2ccc(C)cc2[nH]c1=O)c1ccc(C)cc1C | i | 1
COc1ccccc1OCC(=O)NCc1nc(-c2ccccc2)no1 | i | -0.86
CC1=CC(C)(C)Nc2ccc(OC(=O)C(Cc3ccccc3)N3C(=O)c4ccccc4C3=O)cc21 (stereo not given) | i | 0.02
COC(=O)C1=C(C)N(c2ccc(F)cc2)C(=O)C1 | i | -1.9
COc1ccccc1NC(=O)CSc1sc2c(O)cc(=O)[nH]c2c1C#N | i | 0.35
COc1ccc(CCNC(=O)CCNC(=O)N2CC(=O)Nc3ccccc32)cc1 | i | -0.95
CC(C)(C)NS(=O)(=O)c1ccc(NC(=O)C(Sc2ccccc2)c2ccccc2)cc1 (stereo not given) | i | 0.31
CCOc1ccccc1-c1ccc(C(=O)NCc2ccccc2)o1 | i | 0.99
Cc1cc(C)c2c(-c3ccc(F)cc3)c(C#N)c(=O)n(C)c2n1 | i | -2.4
CN(N)c1nc(N2CCCC2)nc(N2CCCC2)n1 | i | 0.28
COc1ccc(C(c2nnnn2Cc2ccccc2)N2CCN(c3nc4ccccc4s3)CC2)cc1OC (stereo not given) | i | -0.41
O=C(Cn1nnc(-c2ccc(N3CCOCC3)cc2)n1)N1CCOCC1 | i | -0.26

One compound at a time, as listed above. Order of screens: CHT block, Kir21 inh
Shown for CN(N)c1nc(N2CCCC2)nc(N2CCCC2)n1 → i, 0.28
Shown for CCOc1ccccc1-c1ccc(C(=O)NCc2ccccc2)o1 → i, 0.99
